# SRC3 inh: human NCOA3 inhibition; inhibition, % at 3.6 µM; Q9Y6Q9; AID 588352; 0.17% of 360,000 active; HEK293 GAL4-SRC3 luciferase reporter, luminescence;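 active = inhibition above a per-campaign cutoff, the mean of all compounds plus 3 SD, cut at about 60% in these data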;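 note: 0% = DMSO-treated cells and 100% = gossypol-treated cells at 36 µM; higher means less SRC3-driven luciferase light from the GAL4 reporter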
# TRAIL sens C8: sensitizes caspase-8 expressing cells to TRAIL. inhibition (viability loss, TRAIL sensitization), % at 10 µM. AID 624354. 1% of 360,000 active. NB7+C8 cells + TRAIL, ATPlite viability luminescence;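 active = compounds causing at least 50% loss of cell viability in the single-dose screen, relative to plate controls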
# NOD2-RIPK2 inh: inhibitors of human NOD2-RIPK2 interaction. inhibition, % at 4.98 µM. 0.38% of 360,000 active. AID 624267. CHO BLA complementation NOD2-RIPK2, CCF4 ratio; in the data active = inhibition above about 21%;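 note: 0% = vehicle only and 100% = reference blocker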
# TROY signal inh: inhibitors of TROY-dependent NF-kB signaling. Q293 LMP1-TROYcd NF-kB luciferase reporter, 4 h. inhibition, % at 10 µM. 0.98% of 360,000 active;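 active = compounds whose plate-normalised and pattern-corrected inhibition of the luciferase reporter signal at the single screening dose is 50% or more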
# TWEAK-Fn14 inh: TWEAK-Fn14 signaling inhibition; TWEAK-stimulated Fn14 reporter cells, luciferase luminescence, 8 h; inhibition, % at 10 µM; 2% of 360,000 active; AID 1159606; in the data active = inhibition above about 50%
# SRC2 inh: human SRC2 (NCOA2) inhibition. Q15596. HEK293 GAL4-SRC2 luciferase reporter, luminescence. inhibition, % at 9 µM. 0.17% of 370,000 active. AID 651957;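 active = inhibition above the mean inhibition of all tested compounds plus 3 SD, set per campaign, cut at about 52% in these data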;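 note: 0% = DMSO treated cells and 100% = cells given Gossypol at 36 µM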
# LRH-1 inv ag: NR5A2 inverse agonism in reporter assay; O00482; HEK293T StAR-luciferase reporter, LRH-1 transfected, 24 h; inhibition, % at 3.6 µM; 0.13% of 360,000 active; AID 602396;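 active = inhibition above the mean inhibition of all tested compounds plus 3 SD, cut at about 73% in these data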;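 note: 0% = DMSO wells and 100% = reporter-only cells lacking LRH-1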
# LMP1 NFkB inh: reduces LMP1-driven NF-kappaB luciferase signal | LMP1-induced NF-kappaB luciferase reporter cells, luminescence | inhibition, % at 12.5 µM | 0.69% of 350,000 active | AID 504558; in the data active = inhibition above about 41%;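 note: 0% = neutral control wells and 100% = reference inhibitor control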
# NR2F2 inh: NR2F2 (human) inhibition, primary screen; HEK293T NGFI-A luciferase reporter, luminescence; inhibition, % at 8.6 µM; 0.7% of 370,000 active;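 active = inhibition above a per-plate cutoff, mean inhibition of test wells between control levels plus 3 SD, cut at about 38% in these data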;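 note: cells cotransfected with COUP-TFII expression vector driving the NGFI-A reporter; 0% = median of COUP-TF2 test wells and 100% = reporter-only cells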
# NCOA1 inh: inhibitors of human steroid receptor coactivator 1 (SRC1). Q15788. HEK293 GAL4-SRC1 luciferase reporter, luminescence. 0.12% of 360,000 active. inhibition, % at 3.6 µM;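 active = inhibition above the campaign mean plus 3 SD, with each screening campaign given its own cutoff, cut at about 60% in these data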;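 note: 0% = DMSO treated cells and 100% = gossypol at 36 µM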
# Target sequence (Q15788 whole entry, looked up, the tested form may be a part): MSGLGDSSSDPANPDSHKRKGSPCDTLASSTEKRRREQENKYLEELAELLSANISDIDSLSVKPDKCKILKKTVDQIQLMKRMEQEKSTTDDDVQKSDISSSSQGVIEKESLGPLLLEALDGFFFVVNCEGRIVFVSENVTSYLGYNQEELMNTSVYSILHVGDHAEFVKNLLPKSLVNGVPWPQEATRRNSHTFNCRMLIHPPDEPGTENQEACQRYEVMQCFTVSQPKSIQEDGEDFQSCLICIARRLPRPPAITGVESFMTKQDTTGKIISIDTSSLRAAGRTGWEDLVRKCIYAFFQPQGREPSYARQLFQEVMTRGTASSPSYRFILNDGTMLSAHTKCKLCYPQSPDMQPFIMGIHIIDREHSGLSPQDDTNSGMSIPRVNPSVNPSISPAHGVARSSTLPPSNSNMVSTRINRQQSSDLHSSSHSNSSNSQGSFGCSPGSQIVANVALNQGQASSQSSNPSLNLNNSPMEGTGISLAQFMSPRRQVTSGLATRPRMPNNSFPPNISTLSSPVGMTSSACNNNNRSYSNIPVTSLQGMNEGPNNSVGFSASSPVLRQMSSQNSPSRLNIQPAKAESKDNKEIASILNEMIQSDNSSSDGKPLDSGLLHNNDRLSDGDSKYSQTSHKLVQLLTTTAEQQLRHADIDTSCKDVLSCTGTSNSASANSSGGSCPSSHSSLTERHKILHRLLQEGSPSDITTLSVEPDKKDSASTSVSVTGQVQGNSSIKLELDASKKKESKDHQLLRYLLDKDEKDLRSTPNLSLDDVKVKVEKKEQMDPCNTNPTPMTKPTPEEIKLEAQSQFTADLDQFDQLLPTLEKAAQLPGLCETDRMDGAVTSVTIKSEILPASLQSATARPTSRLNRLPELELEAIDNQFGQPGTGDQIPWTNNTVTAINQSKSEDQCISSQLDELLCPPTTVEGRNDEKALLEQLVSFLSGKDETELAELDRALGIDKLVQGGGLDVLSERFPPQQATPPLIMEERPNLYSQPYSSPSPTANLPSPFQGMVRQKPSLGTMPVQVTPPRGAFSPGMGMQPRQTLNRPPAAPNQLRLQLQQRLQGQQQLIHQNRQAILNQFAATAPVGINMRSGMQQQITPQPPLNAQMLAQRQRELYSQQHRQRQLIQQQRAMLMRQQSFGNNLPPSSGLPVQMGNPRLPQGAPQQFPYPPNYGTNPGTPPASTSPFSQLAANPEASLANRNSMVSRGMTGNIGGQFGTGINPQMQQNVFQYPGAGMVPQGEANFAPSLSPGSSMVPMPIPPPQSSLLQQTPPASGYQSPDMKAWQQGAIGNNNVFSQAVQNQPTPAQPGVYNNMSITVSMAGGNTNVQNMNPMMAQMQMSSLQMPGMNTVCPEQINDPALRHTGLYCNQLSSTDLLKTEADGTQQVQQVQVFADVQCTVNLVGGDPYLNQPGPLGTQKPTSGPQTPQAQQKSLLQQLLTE
# TLR9-MyD88 block: TLR9-MyD88 interaction inhibition; Q9NR96+Q99836; CHO BLA complementation TLR9-MyD88, CCF4 FRET ratio; inhibition, % at 4.98 µM; 0.21% of 340,000 active;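 active = inhibition above the mean over all tested compounds plus 3 SD, cut at about 21% in these data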;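 note: 0% = DMSO only wells and 100% = clavulanate BLA inhibitor control wells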
# An asterisk follows results filed as active; nt = not tested or not shown. This is a subset; count on the stated rates, not on these rows.
Molecule	LMP1 NFkB inh	NCOA1 inh	SRC3 inh	TROY signal inh	SRC2 inh	TWEAK-Fn14 inh	NR2F2 inh	TRAIL sens C8	TLR9-MyD88 block	NOD2-RIPK2 inh	LRH-1 inv ag
COc1cccc(NC(=O)C2CC(=O)OC23CCOC(C)(C)C3)c1 (stereo not drawn)	-6	7	-4	7	-4	-11	6	0	-5	-8	-3
CCc1ccc(NC(=O)Nc2ccc3c(c2)CCC3)cc1	-31	-60	-39	-44	-68	-8	-17	-18	-1	-1	-6
CCOc1ccc(Cl)cc1-c1cc(C(=O)Nc2cc(OC)c(OC)c(OC)c2)[nH]n1	nt	13	-8	-13	-33	43	0	12	nt	-8	12
Cc1ccc(-n2c(C)nnc2SCC(=O)NC2CC2)cc1	-8	8	-9	-2	-38	-16	-17	-16	3	10	-16
Clc1ccc(-c2nnc3c4ccccc4nc(N4CCOCC4)n23)cc1Cl	9	-35	9	-69	-11	8	-8	10	1	7	-21
CCN(C[C@H]1N[C@@](Cc2ccccc2)(C(=O)OC)[C@H]2C(=O)N(Cc3ccccc3)C(=O)[C@@H]12)S(=O)(=O)c1ccc(-c2ccccc2)cc1	5	9	-8	-19	9	-36	-7	-11	-11	-11	-2
Cc1ccc(NC(=O)CSCC(=O)Nc2ccc(N3CCOCC3)cc2N2CCOCC2)cc1	-9	-8	16	10	-4	1	12	0	0	1	14
CCOC(=O)Cc1csc(NC(=O)c2ccoc2C)n1	-4	-26	-50	-21	-13	-7	-8	11	-12	-4	-20
Fc1cccc(CN2CCN(c3ncccn3)CC2)c1	5	4	-2	-8	14	10	-11	-9	-3	-4	-24
COc1ccc(COC(=O)CCCN=C2NS(=O)(=O)c3ccccc32)cc1F	1	-6	12	1	-4	-2	9	4	-9	-15	28
COc1ccc(C2SCCN2S(=O)(=O)c2ccccc2)cc1OC (stereo not drawn)	8	-11	11	10	18	0	4	1	1	-7	-1
Cc1cnc(CNC(=O)C2CCC(=O)N(CCc3cccc(F)c3)C2)[nH]1 (stereo not drawn)	-4	-2	24	-3	-6	-15	13	-7	8	-5	-10
CCCC(=O)Nc1ccc2oc(-c3ccc(OC)c(Br)c3)nc2c1	8	-59	-47	-68	-12	-58	-46	6	5	10	-40
COc1ccc(C(CC(=O)O)NS(=O)(=O)c2ccc(C)cc2)cc1 (stereo not drawn)	3	9	16	-12	0	22	8	-6	2	-4	-5
O=C(C1CCN(Cc2ccccc2)CC1)N1CCCC1	-14	-23	-3	-4	-2	-8	-8	0	2	-1	-3
CCOC(=O)c1nnc2cc(C)nn2c1C	nt	12	-14	10	-21	-10	-40	-3	nt	1	-14
Cc1nc([N+](=O)[O-])c(Br)n1CC(=O)c1ccc2ccccc2c1	-31	-4	4	23	31	14	-9	23	-5	22*	-13
COc1ccc(C(=O)Nc2ccccc2SCc2cc(=O)n3nc(C)sc3n2)cc1OC	-2	11	-17	9	-7	-7	11	-11	-17	-2	-3
O=C(Nc1ccccc1Oc1cccnc1)C1CCCN(Cc2ccc(F)cc2)C1 (stereo not drawn)	-9	-10	8	7	14	0	8	7	-5	2	-10
O=C(CCC1CCCC1)NCCCN1CCOCC1	3	-34	15	-21	-16	1	11	2	0	-6	7
Cc1cccc(NC(NC(=O)c2ccccc2[N+](=O)[O-])C(Cl)(Cl)Cl)c1 (stereo not drawn)	-17	-12	19	-2	19	6	13	2	-5	-6	4
CC1(c2cccc(Br)c2)NC(=O)N(CC(=O)Nc2ccc(N3CCCCC3)cc2)C1=O (stereo not drawn)	-12	-8	-6	-16	13	-17	4	1	13	0	9
COc1ccc(N(CC(=O)Nc2cccc(N(C)S(C)(=O)=O)c2)S(=O)(=O)c2ccc(F)cc2)cc1	0	7	6	21	-3	28	7	20	-1	1	21
COc1ccc(C2(CNC(=O)c3ccccc3)CCOCC2)cc1	nt	-5	2	-10	-48	-7	2	2	nt	-8	-6
O=C1CC(c2ccccc2Oc2cccc(Cl)c2)C(n2cncn2)C(=O)C1C1NCCc2ccccc21 (stereo not drawn)	2	7	14	9	19	10	12	-1	-1	4	15
CC(=O)Nc1ccc(N2C(=O)c3ccc(C(=O)Nc4nnc(SCc5ccc(F)cc5)s4)cc3C2=O)cc1	4	-18	7	-9	3	7	1	32	-13	-15	-4
C[C@H](CO)N1C[C@H](C)[C@@H](CN(C)C(=O)Nc2ccccc2)Oc2ccc(NS(=O)(=O)c3ccc(F)cc3)cc2C1=O	2	-7	13	-12	-13	-12	-2	-7	6	-13	-6
Cc1ccc(NC(=O)CO/N=C(\N)c2ccccc2)cc1C	-8	-12	-5	-7	-27	-3	-10	22	-10	-3	-9
O=C(CCNC(=O)c1ccccc1Cl)NN=Cc1ccco1	-1	-6	5	0	25	20	5	-5	2	-3	2
O=C(NCc1ccc2c(c1)OCO2)C1CCN(Cc2cnn(-c3ccccc3)c2-n2cccc2)CC1	7	3	9	15	5	-16	14	-6	-4	3	12
O=C(Nc1ccc2c(c1)CCC2)C1CCCN(c2ncccn2)C1 (stereo not drawn)	-42	-79	-60	-88	-50	-28	-46	12	-2	7	-79
COc1ccc(CNc2ccc(C(=O)O)cc2)cc1	6	-19	-23	-51	-5	-13	-23	-13	-12	-10	-56
COc1ccc(N2CCN(C(=O)CCNC(=O)c3ccc(C(C)(C)C)cc3)CC2)cc1	-2	-16	7	4	4	12	9	-1	-8	4	10
COC(=O)[C@@]12C[C@@H](CC(=O)NCCCCc3ccccc3)C(=O)N(Cc3ccco3)C1=CCC(C)(C)C2	nt	nt	nt	nt	-4	nt	8	1	nt	5	9
CN1CCN(c2ccc(NC(=O)COc3cccc4ccccc34)cc2)CC1	4	7	2	1	-20	2	1	10	0	-4	15
O=C(NC1CCCCC1)c1cc(-c2ccccc2O)on1	-33	-75	-105	-48	-67	-46	-29	2	-2	-3	-140
CCOC(=O)C[n+]1c(C)csc1C	6	-2	12	-3	10	15	-13	-11	6	5	2
CCOC(=O)C1(CCOc2ccccc2)CCN(C(=O)c2ccc(-n3cccn3)cc2)CC1	14	6	5	7	20	20	27	-1	0	-1	-15
Cc1cc(NC(=O)CSCC(=O)Nc2ccc(Cl)c(C(F)(F)F)c2)no1	-6	-2	9	-10	-13	4	-14	-4	7	-11	17
COc1ccc(C(CNC(=O)c2cc3ccccc3o2)N2CCCC2)cc1 (stereo not drawn)	-21	-18	12	-17	-2	5	-18	-11	0	-6	-22
COCCNc1oc(/C=C/c2ccccc2OC)nc1S(=O)(=O)c1ccccc1	1	-7	-19	-5	13	12	-19	-4	-3	-11	-1
N#Cc1c(N)n(C2CCCCC2)c2nc3ccccc3nc12	2	-3	28	72*	-13	37	-5	-1	-7	-6	18
O=C(O)CCCC(=O)Nc1ccc(C(=O)N2CCCCC2)cc1	6	-9	6	2	-11	-11	-50	-15	-2	-8	26
CC1Sc2ccc(S(=O)(=O)CCC(=O)NC3CCCC(C)C3C)cc2NC1=O (stereo not drawn)	3	-4	9	19	-12	11	18	13	9	2	9
COc1cccc(CNC(=O)c2ccc3c(c2)N(C)CCS3)c1OC	-2	2	-1	0	0	3	11	5	3	2	-16
Cc1ccc(S(=O)(=O)CCSc2cccc(C(=O)Nc3ccccc3C(=O)O)c2)cc1	1	-5	4	24	4	-40	-4	7	3	-7	-1
CC1(C)Cc2nc(N)c(=O)sc2C1	-5	25	23	-3	5	8	5	-8	2	-12	4
Cc1ccccc1NC(=O)C1CCCN(S(=O)(=O)c2cccc3cccnc23)C1 (stereo not drawn)	7	-2	12	7	-2	31	5	-18	-1	-11	0
COc1ccc(OC)c(S(=O)(=O)N2CCC(C(=O)NCc3ccc4c(c3)OCO4)CC2)c1	6	-79	-7	19	-2	-5	2	-23	0	1	10
COc1ccccc1CN1CCN(Cc2nc(-c3cccs3)no2)CC1	-15	-27	-22	-25	-18	-40	-25	-21	-5	-5	-23
O=C(Cc1n[nH]c(=O)[nH]c1=O)N/N=C/c1ccccc1	7	-6	13	-9	-30	1	-1	-21	0	7	22
FC(F)Oc1ccc(C2N=C(c3ccccc3)NO2)cc1 (stereo not drawn)	-18	-80	-108	6	-50	24	-53	2	3	-5	-116
CCOc1ccc(S(=O)(=O)N2CCN(C(=O)c3cc(C4CC4)nn3-c3ccccc3)CC2)cc1	-18	-19	6	-35	-10	8	4	19	-8	-5	1
Nc1ncc(-c2cc3ccccc3oc2=O)s1	-17	-92	-120	-5	-51	8	-66	-3	6	-11	-149
COc1ccc(C(=O)Nc2ccnn2C2CCN(Cc3cn(C)nc3C)CC2)cc1	3	5	-20	15	-10	18	4	-8	-7	2	-7
O=S(=O)(Cc1cccc(F)c1)c1c[nH]c2ccccc12	5	6	10	-3	4	-4	-11	-3	-9	3	6
Cc1cc(C(=O)NCc2ccc3c(c2)OCO3)c(C)o1	6	-27	17	6	2	19	4	7	0	5	2
Cc1cccc(NC(=O)CSc2nnc(-c3ccccc3C)o2)c1	-27	-72	-52	-34	-13	1	-49	5	2	-2	-124
Cc1ccc(NS(=O)(=O)c2cn(C)c(=O)n(C)c2=O)cc1C	-6	1	5	5	-1	-3	-12	6	-5	-4	13
CCOc1ccc(S(=O)(=O)c2ccc(C)cc2)c2c1no[n+]2[O-]	7	-2	-12	39	6	5	-20	2	-10	-9	-20

# Next section.
Molecule	LMP1 NFkB inh	NCOA1 inh	SRC3 inh	TROY signal inh	SRC2 inh	TWEAK-Fn14 inh	NR2F2 inh	TRAIL sens C8	TLR9-MyD88 block	NOD2-RIPK2 inh	LRH-1 inv ag
O=C(Nc1cccc2cccnc12)c1csc([C@@H]2O[C@H](CO)[C@H](O)[C@H](O)[C@H]2O)n1	nt	2	5	1	-35	5	-10	-10	nt	-45	-6
O=C(CC1C(=O)NCCN1C(=O)c1ccc(F)cc1)OCc1ccccc1 (stereo not drawn)	-2	-4	12	-1	19	-24	-1	-3	1	-8	-20
COc1cc(C(=O)NCC(=O)Nc2c(C)cccc2C)ccc1OCc1ccccc1	-4	-22	-9	-27	-4	-5	4	-1	0	-6	-10
COc1ccc(C(C(=O)NC2CCCC2)N(Cc2cccnc2)C(=O)c2snc(C(N)=O)c2N)cc1OC (stereo not drawn)	-6	-1	2	20	3	28	14	-6	-7	-13	7
O=C(NC(=S)N1CCOCC1)c1cn(-c2ccccc2)nc1-c1ccccc1	1	-6	7	-15	-10	-6	-8	7	-16	-15	6
CCOC(=O)c1ccc(NC(=O)CN2C(=O)CSC2=O)cc1	2	-6	-16	-42	-26	0	3	-6	6	6	-1
O=S(=O)(c1ccccc1)N(Cc1nc(-c2ccccc2)no1)C1CCCCC1	-6	-6	2	-20	22	25	-11	12	-2	1	-2
Oc1ccc2oc3c(c2c1)CCCC3	4	-3	10	-1	-2	-2	13	-1	-2	-3	-20

# Screens deposited in PubChem BioAssay by several laboratories.
